High-throughput results: PubChem BioAssay, National Center for Advancing Translational Sciences (NCATS)
EPAC1 ag = EPAC1 (human) agonism; O95398; EPAC1 agonist qHTS, biochemical assay; response scale: 100% = response to 6.5 mM cAMP; 0.073% of 360,000 active; Potency, µM (series often up to 154 µM), for the others: at the top dose activation, hits mostly activators; further: potency means the concentration at half of the fitted maximal effect; nearly all actives have a fitted effect of over 60% in size
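EPAC1 100 nM, Rap1B–BODIPY-GDP 250 nM, unlabeled GDP 50 uM; compound titration; 5 min RT; kinetic read ex480/em540 at 5-min intervals ×30 min; data normalized to 6.5 mM cAMP agonist control.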
IL2 activator = activators of IL-2; IL-2 activation reporter assay, cell-based qHTS; stimulated with anti-CD3/CD4/CD28 beads; in transgenic mouse T cells; activation, % (series mostly up to about 46 µM); 0.065% of 360,000 active; in the data active means activation above about 50%; inconclusive means mostly about 30% to 49%; further: 0% is about no effect
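First, unstimulated transgenic mouse T cells were exposed to compound for 60 min. Next, anti-CD3/anti-CD4-coated beads with anti-CD28 were added. Finally, after 18 h at 37 degrees C, EGFP and DsRed were imaged.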
PI5P4K alpha inh = PI5P4K alpha (human) kinase inhibition | P48426 | PI5P4Kalpha enzyme, ADP-Glo luminescence, 60 min; stronger effect = lower value | max response, % | 1.2% of 330,000 active | AID 652105; active means max response of -50% or lower; inconclusive means between -30% and -50%; inactive means -30% or higher; further: value at the top dose of about 77 µM; on the % scale 0 is the no-effect control and ±100 the full control effect
Target sequence (P48426 whole entry, looked up): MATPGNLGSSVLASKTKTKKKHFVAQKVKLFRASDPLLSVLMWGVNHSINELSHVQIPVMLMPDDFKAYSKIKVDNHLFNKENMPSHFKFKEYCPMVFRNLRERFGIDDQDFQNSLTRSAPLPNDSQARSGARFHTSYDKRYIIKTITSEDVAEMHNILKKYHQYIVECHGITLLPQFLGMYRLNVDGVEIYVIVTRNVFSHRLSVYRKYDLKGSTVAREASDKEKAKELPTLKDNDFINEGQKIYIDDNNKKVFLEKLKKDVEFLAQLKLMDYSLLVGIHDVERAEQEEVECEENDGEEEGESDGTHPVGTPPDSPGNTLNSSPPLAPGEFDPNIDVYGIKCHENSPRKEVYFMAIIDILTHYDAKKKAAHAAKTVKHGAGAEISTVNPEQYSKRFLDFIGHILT
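Enzyme plus substrate dispensed, test compounds pinned in, then ATP (5 microM final) added. After 60 min at RT, ADP-Glo reagent 1 for 45 min and reagent 2 for 30 min preceded luminescence imaging.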
PLK1 PBD inh = inhibitors of human PLK1 polo-box domain binding. P53350. Plk1 PBD binding of FITC phosphopeptide, fluorescence polarization. Potency, µM, for the others: max response, negative = inhibition, hits mostly inhibitors. 2.8% of 360,000 active. AID 720504; further: potency means the concentration at half of the fitted maximal effect; series mostly up to about 57 µM; on the % scale 0 is the no-effect control and ±100 the full control effect; nearly all actives have a fitted effect of over 65% in size
GLP1R cytotox = cytotoxicity in counter-screen for GLP-1R inverse agonists; HEK293 cAMP-luciferase reporter cells, luminescence, 24 h; Potency, µM (titrated, usually from 38.3 µM), for the others: at the highest dose activity change, negative = inhibition, actives largely listed as inhibitors; 0.13% of 410,000 active;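 further: loss of luciferase light is scored as toxicity; potency means the concentration at half of the fitted maximal effect; on the % scale 0 is the no-effect control and ±100 the full control effect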
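Quantitative HTS format, 1536 wells, 200 cells/uL seeded. Compounds: 23 nL, 24 h, 37 °C. Detection: luciferase reagent, luminescence at 12 min RT; decreased signal taken as cytotoxic.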
GLP1R ag = GLP-1 receptor (human) agonism | HEK293 GLP-1R CRE-luciferase, luminescence, 4-6 h; cells express a hypersensitive GLP-1R form | 0.007% of 380,000 active | AID 624172 | Potency, µM (titrated, usually from 45.6 µM), inactives show top-dose activation, actives largely listed as activators; further: potency means the concentration at half of the fitted maximal effect; % of control where 0% means no effect
Target sequence (P43220 whole entry, looked up): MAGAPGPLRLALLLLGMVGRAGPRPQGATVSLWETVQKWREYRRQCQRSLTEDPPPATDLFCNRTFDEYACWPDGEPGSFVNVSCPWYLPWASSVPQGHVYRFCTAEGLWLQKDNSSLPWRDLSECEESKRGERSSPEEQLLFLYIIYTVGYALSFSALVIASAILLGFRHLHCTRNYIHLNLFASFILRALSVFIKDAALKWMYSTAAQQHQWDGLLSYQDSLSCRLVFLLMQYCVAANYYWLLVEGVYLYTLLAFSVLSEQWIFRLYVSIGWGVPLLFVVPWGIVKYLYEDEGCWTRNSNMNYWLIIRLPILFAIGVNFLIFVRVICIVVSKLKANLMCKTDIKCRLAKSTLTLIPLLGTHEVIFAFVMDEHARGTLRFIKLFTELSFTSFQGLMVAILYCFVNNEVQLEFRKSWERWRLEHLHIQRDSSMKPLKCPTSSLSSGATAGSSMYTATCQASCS
PTHR1 agonist = PTHR1 (human) receptor agonism. HEK293 GP2 PTHR1 cells, GloSensor cAMP luminescence, 1 h. Q03431. 0.075% of 410,000 active. Potency, µM (highest dose often 115 µM), for the others: top-dose activation, most hits filed as activators; further: potency means the concentration at half of the fitted maximal effect; nearly all actives have a fitted effect of over 55% in size; some results filed as inactive show a strong effect at the top dose; inactives centre near -15; many of its hits are not listed in these tables
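HEK-293-derived GP2 cells expressing PTHR1 and a GloSensor cAMP reporter, 3,000/well, plated overnight, given luciferin plus IBMX (each 0.5 mM as added) for 1 h at 37 °C, then compound for 1 h at 37 °C. Luminescence was read after 15 min at room temperature.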
EPAC1 antagonist = blocks human EPAC1 exchange factor; O95398; EPAC1 GEF assay, Rap1b-BODIPY-GDP exchange fluorescence; Potency, µM (top dose mostly 115 µM), for the others: at the highest dose activity change, negative = inhibition, actives largely listed as inhibitors; 0.14% of 360,000 active;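 further: potency means the concentration at half of the fitted maximal effect; plate controls were vehicle for no effect and positive control for full effect; nearly all actives have a fitted effect of over 50% in size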
GLP1R inv ag = inverse agonists of human GLP-1 receptor. Potency, µM (titrated, usually from 38.3 µM), for the others: top-dose activity change, negative = inhibition, hits mostly inhibitors. P43220. HEK293 GLP-1R CRE-luciferase, luminescence, 24 h; GLP-1R form is constitutively active. 1.6% of 410,000 active; further: potency means the concentration at half of the fitted maximal effect; on the % scale 0 is the no-effect control and ±100 the full control effect; nearly all actives have a fitted effect of over 55% in size
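Using stably transfected HEK293 (constitutively active GLP-1R, cAMP-luciferase reporter), compounds were incubated 24 hr and luciferase measured by luminescence.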
* marks the source's active call; other numbers are inactive results; i = inactive; ? = inconclusive; . = no result given; & = joins results of further samples; [ ] = another dose, or the depositor's remark. Unless noted, the call rests on the fitted dose curve; in most records, active means well fitted curve in the direction sought with a large enough effect; inconclusive means small, poorly fitted or top-dose-only effect, or another doubt; inactive means no such curve, though single readings can be large; an effect the other way counts as inactive or inconclusive.

nr	SMILES	EPAC1 ag	IL2 activator	PI5P4K alpha inh	PLK1 PBD inh	GLP1R cytotox	GLP1R ag	PTHR1 agonist	EPAC1 antagonist	GLP1R inv ag
1	c1ccc2c(c1)[nH]c1cnccc12	1%	0.7	1	-17%	4%	-2%	-5%	-17%	13%
2	CCN(CC)CCNCC(=O)Nc1ccc(Cl)cc1C(=O)c1ccccc1	1%	-0.6	-5	-10%	-4%	-2%	i	-7%	?
3	COc1ccc(C(=O)O)cc1OC	9%	0.2	9	0%	16%	-1%	-24%	5%	-1%
4	O=[N+]([O-])c1cc(S(=O)(=O)C(F)(F)F)ccc1Sc1nc2ccccc2s1	17%	-0.9	-6	13µM*	?	-2%	-83%[inhibitor][57.5 µM]	?	?
5	COCCn1cc(C(=O)N2CCC3(CC2)OCCO3)c2c3ccccc3n(C)c2c1=O	-5%	3.9	.	-3%	-4%	5%	-2%[57.5 µM]	-1%	0%
6	Cc1cc2c(C(F)(F)F)cc(=O)oc2c2c1NCCC2	.	2.0	.	5%	257%[activator]	0%	i	0%	0%
7	CCOC(=O)C1=Nc2ccccc2/C1=C\c1c(O)n(C)c(=O)n(C)c1=O	6%	-0.3	-64*	13µM*	2%	5%	i	0%	-7%
8	CN(C)CC1CCCCC1OC(=O)Cc1ccc(Cl)c([N+](=O)[O-])c1 (stereo not given)	10%	1.2	-10	-19%	4%	8%	0%	2%	7%
9	CCN(CC)c1ccc(/C=N/c2sc3c(c2C#N)C2CCN3CC2)c(O)c1	23%	53*	-2	5%	-14%	5%	-32%[inhibitor]	2%	?
10	COC(=O)C1=C(c2cccc(OCc3ccccc3)c2)C[C@@H]2CC[C@H]1N2C(=O)NC1CCN(Cc2ccccc2)CC1	15%	-0.6	2	-5%	6%	3%	-7%	-10%	?
11	COC(=O)C1=C(c2ccccc2OCc2ccccc2)C[C@@H]2CC[C@H]1N2C	-5%	-0.5	9	-8%	-13%	0%	-14%	-16%	?
12	CCNCC(O)c1cccc(O)c1 (stereo not given)	-10%	0.4	6	-6%	-12%	29%	i	-3%	-16%
13	C[C@]12CCC3C(CC[C@@H]4C[C@H](O)CC[C@]34C)C1CCC2=O (stereo not given in full)	-10%	-0.1	8	7%	-8%	-1%	i	-2%	2%
14	CC1CCCCC12C(=O)NC(=O)NC2=O (stereo not given)	6%	-4.4	-4	-9%	63%[activator]	2%	-12%	0%	4%
15	CN(Cc1ccc(OC(F)F)cc1)C(=O)c1ccccc1Sc1ccccc1C#N	2%	-7.4	-2	0%	6%	7%	-36%[inhibitor]	-1%	?
16	O=C(O)c1ccc(-n2c(O)c(/C=C3\C=Nc4ccccc43)c(=O)[nH]c2=O)cc1	2%	0.3	?	9.5µM*	2%	-3%	-29%	-13%	-12%
17	CC1(C)OC1COc1c2occc2cc2ccc(=O)oc12 (stereo not given)	-22%	0.2	-2	2%	8%	-1%	-12%	-7%	-1%
18	CP(=O)(Nc1ccc(Cl)cc1)c1nc2c(s1)CCCC2 (stereo not given)	11%	0.7	-7	-26%	-2%	-1%	-26%	24%	-17%
19	O=C1NC(=S)NC(=O)C1=Cc1cccn1-c1ccc(O)cc1	-5%	-0.1	-84*	2.4µM*	?	-9%	-57%[inhibitor]	?	?
20	O=C(Nc1ccc(F)cc1)OC1CN2CCC1CC2 (stereo not given)	-3%	-3.9	-6	-9%	12%	0%	i	-12%	-19%
21	COc1cc(/C=N/NC(=O)CN2CC(c3ccccc3)CC2=O)ccc1OC(=O)N(C)C (stereo not given)	11%	-0.2	1	-11%	5%	8%	-5%	-9%	-2%
22	Cn1c(=O)oc2cc(NC(=O)CCl)ccc21	10%	-4.8	4	-20%	?	-6%	-6%	-13%	?
23	O=C(O)c1cc(Oc2ccc(C(F)(F)F)cc2Cl)ccc1[N+](=O)[O-]	-15%	-0.1	3	-5%	3%	0%&-1%	-5%	12%	4%
24	ClC(Cl)(Cl)c1ccccc1	9%	0.1	5	-10%	14%	-1%	-2%	15%	0%
25	O=C1NC(=O)N(Cc2ccccc2Cl)C(=O)/C1=C/c1cccs1	10%	-3.9	?	1.2µM*	6%	1%	-49%[inhibitor]	?	2%
26	O=S(=O)(Nc1c(O)ccc2ccccc12)c1ccc(F)cc1	7%	4.8	-26	11µM*	?	1%	i	-14%	?
27	CN1C(=O)/C(=C/c2cccn2-c2ccc3ccccc3c2)C(=O)NC1=S	-16%	-1.5	-78*	0.53µM*	?	-33%[inhibitor]	-43%[inhibitor]	32µM*	?
28	CC(C)(C)C(=O)OCC12CCC(O1)C1(C)C(=O)OCC21 (stereo not given)	3%	-0.7	2	1%	2%	9%	i	1%	14%
29	CN(C)C(=O)CSc1nnc([C@@H](N)Cc2ccccc2)o1	8%	-2.1	0	-15%	1%	-6%	i	8%	0%
30	CCOC(=O)c1ccccc1NC(=O)c1c(O)[nH]c(=S)[nH]c1=O	-8%	0.6	-23	-7%	4%	-5%	-25%	-21%	2%
31	O=C(c1ccc2c(c1)OCO2)C1CCCN(CC2CCCCC2)C1 (stereo not given)	2%	0.1	0	-2%	-2%	3%	i	-11%	13%
32	O=C1C2CCN(CC2)[C@@H]1Cc1ccc2ccccc2c1O	11%	-0.8	14	0%	1%	-1%	i	0%	?
33	Clc1cccc(CN2CCc3c([nH]c4ccccc34)C2)c1Cl	8%	-1.2	42	?	?	7%	-61%[inhibitor]	5%	?
34	NC(c1csc(Nc2ccc(C(F)(F)F)cn2)n1)C1CCCCC1 (stereo not given)	-17%	-1.1	21	-4%	?	-8%	4%	-20%	?
35	CN1CCC2(CC1)N=C(c1ccc(F)cc1)C(=S)N2	3%	-0.9	9	?	0%	5%	i	3%	6%
36	Cc1ccc(-n2c(O)c(C=NCc3cccnc3)c(=O)[nH]c2=O)cc1C	-3%	-0.5	-24	-7%	-8%	-1%	-20%[57.5 µM]	16%	-6%
37	C/C(=N\N1CCCCCC1)c1c(O)n(-c2ccc(Cl)cc2)c(=O)[nH]c1=O	-4%	-0.2	2	-4%	-6%	6%	-11%	-1%	?
38	O=S(=O)(NC1CN2CCC1CC2)c1ccc(Cl)cc1 (stereo not given)	5%	0.1	16	-6%	?	9%	-4%	2%	-5%
39	CNCC(O)c1cc(OCc2ccccc2)c(OCc2ccccc2)cc1F (stereo not given)	-21%	-3.3	.	.	.	1%	-6%	-15%	.
40	Cc1ccc(/C=C2/C(=O)NC(=O)N(CCc3ccc(F)cc3)C2=O)s1	-22%	-0.6	?	0.95µM*	18%	4%	-19%	-12%	23%
41	CC1CCCN(C(=O)c2ccc(N3CC4CC(C3)c3cccc(=O)n3C4)c([N+](=O)[O-])c2)C1 (stereo not given)	2%	-0.2	1	-9%	2%	-1%	-34%[inhibitor]	-6%	6%
42	CC(C)OP(=O)(OC(C)C)C(O)c1ccccc1F (stereo not given)	4%	-1.5	7	-1%	-2%	0%	i	6%	-7%
43	O=C(C1CCC(CNc2nc(=S)[nH]c3ccccc23)CC1)N1CCN(c2ccc(F)cc2)CC1 (stereo not given)	0%	-3.1	?	21µM*	?	6%	-47%[inhibitor]	-8%	?
44	COc1ccc(/C=N/NC(=O)COc2ccccc2-c2ccccc2)cc1	6%	-3.3	-25	-10%	?	1%	-24%	-1%	?
45	CC(=C1C(=O)c2ccccc2C1=O)N1CCN(CCN=Cc2c(O)n(C)c(=O)n(C)c2=O)CC1	7%	-3.8	-2	?	69%[activator]	-7%	-1%[57.5 µM]	7%	-1%
46	COc1ccc(OC)c(-n2c(O)c(C=Nc3c(C)n(C)n(-c4ccccc4)c3=O)c(=O)[nH]c2=O)c1	9%	0.2	1	-9%	-2%	-4%	i	-19%	13%
47	C=CCn1c(O)c(C=NCCN2CCOCC2)c(=O)[nH]c1=S	-1%	1.2	-2	2%	-22%	-8%	i	2%	-1%
48	CCOC(=O)C(O)(c1ccc(NC(=S)NC(=O)c2ccc(Cl)cc2Cl)c(C)c1)C(F)(F)F (stereo not given)	-6%	-6.0	16	2%	?	0%	-29%	-28%	4µM*
49	Cc1ccccc1NC(=O)c1ccc(Nc2c([N+](=O)[O-])cc([N+](=O)[O-])c3ccccc23)cc1	-4%	-0.5	1	-3%	?	-3%	-22%	2%	-19%
50	O=C(Cc1cc(=O)[nH][nH]1)N/N=C/c1ccccc1Cl	5%	-3.3	-16	27µM*	-1%	-9%	i	-27%	14%
51	CCOc1ccccc1N1C(=O)NC(=O)C(CCc2ccncc2)(CCc2ccncc2)C1=O	3%	-4.5	-1	-5%	7%	-1%	-12%[57.5 µM]	-8%	1%
52	CC1CCCCN1C(=O)c1cc2nc(-c3ccccc3)cc(-c3ccccc3)n2n1 (stereo not given)	6%	-2.5	-7	-17%	83%[activator]	4%	-57%[inhibitor]	5%	?
53	COc1cccc(CN(C)C(=O)c2cccc(S(=O)(=O)N3CCN(c4ccccc4)CC3)c2)c1	5%	-4.7	0	-2%	1%	9%	-35%[inhibitor]	-7%	-30%
54	CC(=O)N(C)CC#CCN1CCCC(CO)C1 (stereo not given)	-2%	2.2	.	.	.	-1%	-7%	15%	.
55	COc1ccc(CNC(=O)Nc2nc(C(N)Cc3ccc(C(F)(F)F)cc3)cs2)cc1 (stereo not given)	-18%	-0.8	9	-3%	?	-8%	-3%	-21%	?
56	Cc1cc([N+](=O)[O-])c2ccccc2[n+]1[O-]	-14%	-1.0	-1	?	?	-10%	-16%	-21%	?
57	CC(C)(C)NS(=O)(=O)c1ccc(OCC(=O)N2CCN(Cc3ccccc3)CC2)cc1	7%	-0.6	-5	-11%	-1%	2%	-19%	-1%	-26%
58	O=Cc1cn(Cc2ccccc2[N+](=O)[O-])c2ccccc12	-5%	1.8	-3	-4%	1%	4%	-29%	?	?

This is a subset (hit frequency here may not be typical).
